Screens (PubChem)
LEDGF integ inh = blockers of LEDGF/p75-dependent integrase strand transfer – biochemical, TR-FRET, high throughput, primary screen; TR-FRET IN-LEDGF/p75 DNA integration, Eu/Cy5; inhibition, % at 3.7 µM; 0.64% of 370,000 active;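 active = inhibition above the screen-wide mean plus 3 SD, cut at about 13% in these data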;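 also: signal is the Cy5 over europium emission ratio at 671 and 618 nm; 0% = plate median of compound wells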
Tn6 DDE FP = inhibitors of Tn6 peptide binding to fibrin DD(E), primary screen, biochemical, fluorescence polarization, human fibrin, Tn6 probe | Fibrinogen beta chain (Homo sapiens), P02675 | Fibrin DD(E) TRITC-Tn6 fluorescence polarization displacement | inhibition, % at 8.3 µM | 0.21% of 370,000 active | AID 720509, 2013;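 active = inhibition above a per-campaign cutoff: mean of compounds within control limits plus 3 SD, cut at about 15% in these data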;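 also: 0% = median of all compound wells on the plate and 100% = blocking peptide control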
SIAE inh = human SIAE inhibitors, primary screen, biochemical, fluorescence polarization, FP-Rh probe, 1536-well HTS. SIAE FP-Rh probe binding. Sialate O-acetylesterase (Homo sapiens), Q9HAT2. AID 1053197, 2014. 0.69% of 370,000 active. inhibition, % at 9.66 µM;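 active = inhibition above a cutoff: mean of compounds within the control limits plus 3 SD of those, cut at about 17% in these data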;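 also: 0% = plate median of compound wells and 100% = probe without SIAE protein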
Target sequence (Q9HAT2 whole entry, looked up): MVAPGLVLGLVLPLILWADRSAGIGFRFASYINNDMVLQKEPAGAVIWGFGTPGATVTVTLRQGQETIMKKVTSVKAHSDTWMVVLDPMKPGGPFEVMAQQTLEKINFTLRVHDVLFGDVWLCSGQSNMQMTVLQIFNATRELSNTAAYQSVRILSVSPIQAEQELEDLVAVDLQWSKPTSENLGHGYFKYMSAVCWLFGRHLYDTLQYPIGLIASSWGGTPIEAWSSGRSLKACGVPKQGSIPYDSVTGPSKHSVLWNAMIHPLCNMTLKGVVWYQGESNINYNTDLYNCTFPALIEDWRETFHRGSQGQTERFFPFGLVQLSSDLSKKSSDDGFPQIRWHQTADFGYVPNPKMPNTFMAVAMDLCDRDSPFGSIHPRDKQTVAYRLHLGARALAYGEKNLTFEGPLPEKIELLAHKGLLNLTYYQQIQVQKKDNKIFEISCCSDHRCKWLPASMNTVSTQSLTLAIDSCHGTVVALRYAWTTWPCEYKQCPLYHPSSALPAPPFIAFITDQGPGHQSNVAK
KLK7 zymogen act = proKLK7 zymogen activators, primary screen, biochemical, fluorescence intensity | activation, % at 7 µM | 0.9% of 370,000 active | AID 652039, 2013 | purified proKLK7, EDANS-DABCYL substrate fluorescence; 100% is mature enzyme control, 0% vehicle;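 active = activation above the mean of all tested compounds plus 3 SD, computed per campaign excluding outliers beyond control limits, cut at about 13% in these data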
DDE Tn7 FP inh = inhibitors of Tn7 peptide binding to fibrin DD(E), primary screen, biochemical, fluorescence polarization, human fibrin, Tn7 probe; 0.13% of 370,000 active; inhibition, % at 8.3 µM; AID 720508, 2013; FP displacement of FITC-Tn7 peptide from fibrin DD(E); 0% = median of compound wells per plate;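 active = inhibition above the mean of compounds falling within the control limits plus 3 SD of them, cut at about 14% in these data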;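 also: 0% = plate median of compound wells and 100% = 10 µM Aha-Tn7 peptide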
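Assay system: human fibrin DD(E). Input: DD(E) 2 µM final. Medium: Tris buffer with calcium and detergent, pH 7.8. Compound dosing: single point at 8.3 µM. Timing: 10 min plus 3 h, room temperature. Technique: fluorescence polarization of the labelled Tn7 tracer. Read-out: percent inhibition. Replicates: singlicate testing.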
TDP2 absorb = human TDP2 enzyme inhibitors, primary screen, biochemical, epi absorbance, recombinant enzyme. Tyrosyl-DNA phosphodiesterase 2 (Homo sapiens), O95551. T5PNP hydrolysis, p-nitrophenol absorbance 415 nm. inhibition, % at 12.8 µM. 0.34% of 370,000 active. AID 720702, 2013;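 active = inhibition above the mean of all tested compounds plus 3 SD, set per campaign, cut at about 25% in these data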;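 also: 0% = DMSO with enzyme and 100% = buffer with substrate but no TDP2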
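Incubation: 2 h at 37 °C; Test system: recombinant human TDP2; Quantity: enzyme 120 nM; Read-out basis: percent inhibition; Medium: 50 mM Tris-HCl pH 7.5 with Mg2+, KCl, DTT, BSA; Repeats: single replicate; Compound: 12.8 µM single point, 1% DMSO; Signal: epi absorbance; Reagent: 5 mM T5PNP chromogenic substrate; Benchmarks: no-enzyme high, DMSO-plus-enzyme low.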
MBD2 inh = inhibitors of MBD2 binding to methylated DNA, primary screen, biochemical, TR-FRET, DNA-binding domain, human | Methyl-CpG-binding domain protein 2 (Homo sapiens), Q9UBB5 | MBD2 binding to methylated oligonucleotide | inhibition, % at 4.4 µM | 0.31% of 370,000 active | AID 686964, 2013; in the data active = inhibition above about 13%
Target sequence (Q9UBB5 whole entry, looked up, the tested form may be a part): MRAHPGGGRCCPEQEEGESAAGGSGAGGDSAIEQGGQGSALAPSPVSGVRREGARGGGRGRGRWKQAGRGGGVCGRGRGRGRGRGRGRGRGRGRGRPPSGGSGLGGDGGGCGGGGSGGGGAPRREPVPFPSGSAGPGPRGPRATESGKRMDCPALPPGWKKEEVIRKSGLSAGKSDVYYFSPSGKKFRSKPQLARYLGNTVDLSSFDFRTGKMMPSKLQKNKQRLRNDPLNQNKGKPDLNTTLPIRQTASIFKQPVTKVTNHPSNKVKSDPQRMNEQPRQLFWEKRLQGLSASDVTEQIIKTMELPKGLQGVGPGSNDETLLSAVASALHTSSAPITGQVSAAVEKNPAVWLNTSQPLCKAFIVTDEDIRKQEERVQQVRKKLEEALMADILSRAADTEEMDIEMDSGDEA
PRMT1 inh = PRMT1 methyltransferase inhibitors, primary screen, biochemical, fluorescence polarization; AID 652257, 2013; Protein arginine N-methyltransferase 1 (Homo sapiens), Q99873; 1.3% of 370,000 active; inhibition, % at 2.79 µM; recombinant PRMT1, activity-based probe fluorescence polarization;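 active = inhibition above about 21% made by adding two undisclosed values, limit read from the data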
UHRF1 MBD2 ctr = UHRF1 methylated DNA binding inhibitors, primary screen, counter-screen for MBD2 inhibitor project, biochemical, TR-FRET, human UHRF1, single concentration. E3 ubiquitin-protein ligase UHRF1 (Homo sapiens), Q96T88. UHRF1 binding to methylated oligo. inhibition, % at 4.4 µM. 0.75% of 370,000 active. AID 687016, 2013; in the data active = inhibition above about 21%;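 also: UHRF1 SRA domain binding a hemimethylated CpG hairpin DNA probe; 0% = median of test compound wells and 100% = reference inhibitor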
TCR CD3 inh = inhibitors of human TCR-CD3 interaction, primary screen, biochemical, fluorescence, TAMRA-labeled TCR probe. inhibition, % at 9.4 µM. 0.37% of 360,000 active; in the data active = inhibition above about 19%;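 also: recombinant mutant TCR 2C K166C tagged with TAMRA read by polarization; 0% = receptor in buffer alone and 100% = receptor with positive control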
The depositor's hits bear a star.

SMILES | LEDGF integ inh | Tn6 DDE FP | SIAE inh | KLK7 zymogen act | DDE Tn7 FP inh | TDP2 absorb | MBD2 inh | PRMT1 inh | UHRF1 MBD2 ctr | TCR CD3 inh
C[C@H](CO)N1C[C@H](C)[C@H](CN(C)C(=O)Nc2ccc(C(C)(C)C)cc2)OCc2cnnn2CCCC1=O | -2 | 0 | -2 | 0.5 | -2 | -1 | -5 | -2 | 0 | 7
CC(=O)C1CCC2C3CC(C)=C4CC(O)CCC4(C)C3CCC12C (stereo not drawn) | 4 | -8 | -2 | 0.6 | 1 | -6 | 9 | 0 | 2 | -1
O=C(c1ccccc1)C(CCC(CN1CCOCC1)C(=O)c1ccccc1)CN1CCOCC1 (stereo not drawn) | 1 | -2 | 4 | 0.3 | 5 | -1 | 4 | 13 | 1 | 5
CC(=O)NC1CC2CCCC(C1)N2C(=O)Nc1cccc(Cl)c1 (stereo not drawn) | 0 | 0 | -4 | 0.0 | 2 | -10 | 2 | -1 | -1 | 2
CCc1ccc(NC(=O)CC2C(=O)N(c3ccc(C)cc3)C(=O)N2C2CC2)cc1 (stereo not drawn) | -2 | -6 | 3 | -0.5 | 9 | 4 | 3 | -2 | 0 | 5
CCOC(=O)c1cc(S(=O)(=O)Nc2ccc(F)cc2F)cn1C | -1 | -3 | -7 | -0.2 | -4 | 13 | 0 | 1 | -1 | -2
Cc1c(NC(=O)CCSc2ccc(Cl)cc2)c(=O)n(-c2ccccc2)n1C | -2 | 4 | 0 | 0.0 | 4 | 0 | 1 | -2 | -2 | 10
COc1ccc(NC(=O)c2cc(=O)[nH]c(=O)[nH]2)cc1S(=O)(=O)Nc1ccccc1Cl | -2 | -5 | -15 | 0.0 | -2 | 2 | 0 | 2 | -1 | 2
N#CC(=Nc1cccc(F)c1)C1=C(O)c2ccccc2C1=O | -3 | 2 | 12 | -0.8 | 0 | -7 | -2 | 3 | -4 | -5
Cc1ccc(C)c(NC(=S)c2nc3ccccc3s2)c1 | 1 | -2 | -2 | -0.7 | 0 | -10 | 7 | 29* | 5 | -4
O=C(Nc1ccc(F)cc1)C(c1ccncc1)N1CCN(CC(=O)N2CCCC2)CC1 (stereo not drawn) | -3 | -1 | 2 | -0.8 | 6 | 4 | 6 | 6 | 4 | -1
N#Cc1ccc(CC(=O)c2ccccc2)[nH]c1=O | 6 | 17* | 7 | 16* | -2 | -4 | -7 | 29* | -2 | 60*
Cc1cccc(C)c1OCc1cc(C(=O)N2CCCC2c2nonc2C)no1 (stereo not drawn) | -3 | 7 | 1 | -0.1 | 8 | 3 | 3 | 2 | 0 | 6
O=C(COC(=O)c1cc[n+]([O-])cc1)NCC12CC3CC(CC(C3)C1)C2 | 1 | 1 | 10 | 0.0 | -8 | -3 | 0 | -1 | -1 | -2
Cc1cc(C)c(NC(=O)CC(=O)c2ccccc2)c(Cl)c1 | 0 | 9 | -6 | 0.5 | 6 | 2 | -9 | 3 | -2 | 4
CC(C)CNC(=O)C1c2ccccc2Oc2ccccc21 | 1 | -4 | -2 | 0.0 | 0 | -4 | -7 | 1 | -2 | -2
O=C1C2C3C=CC(C4CC34)C2C(=O)N1/N=C/c1c[nH]c2ccccc12 (stereo not drawn) | -1 | 0 | 4 | 0.1 | 6 | 5 | 3 | -1 | -1 | 2
O=C(CSc1ncn(-c2ccccc2)n1)Nc1nc(-c2ccccc2)cs1 | 0 | 0 | -24 | 0.2 | -2 | 5 | 7 | -2 | 0 | 8
CC1CCCC(C)N1C(=O)COc1ccccc1F (stereo not drawn) | -1 | 1 | -1 | 0.8 | 6 | -8 | 2 | 3 | 1 | -3
Oc1ccccc1N=Nc1ccccc1O | -6 | -3 | 17 | -0.6 | 1 | 0 | -2 | 4 | -3 | 19*
C=CCNC(=O)c1onc(CSc2cccc(C)c2)c1C(=O)O | -1 | 8 | 0 | 0.4 | 0 | 2 | -3 | 1 | -2 | 4
O=C(NCCN1CCCCCC1)C1CCN(S(=O)(=O)N2CCOCC2)CC1 | -8 | -1 | 2 | -0.4 | 2 | 2 | -2 | -3 | 0 | 0
O=C1CCCN2N=C(SCC(=O)Nc3ccc([N+](=O)[O-])cc3)SC2=N1 | 1 | 7 | -3 | -0.3 | 1 | 7 | -1 | 0 | 5 | -8
COCCN(C(=O)CSc1cc(C)c2ccccc2n1)c1c(N)n(CC(C)C)c(=O)[nH]c1=O | 3 | -4 | 3 | -0.1 | 1 | 10 | -2 | 0 | -1 | 2
CCCC(=N)C1=C(O)CC(CC(C)SCC)CC1=O (stereo not drawn) | -3 | -2 | -3 | 0.3 | 7 | 8 | -2 | 0 | -1 | 5

Only LEDGF integ inh and Tn6 DDE FP, for 5 of the compounds above:
Structure	LEDGF integ inh	Tn6 DDE FP
C=CCNC(=O)c1onc(CSc2cccc(C)c2)c1C(=O)O	-1	8
Cc1ccc(C)c(NC(=S)c2nc3ccccc3s2)c1	1	-2
CCCC(=N)C1=C(O)CC(CC(C)SCC)CC1=O (stereo not drawn)	-3	-2
CC(=O)NC1CC2CCCC(C1)N2C(=O)Nc1cccc(Cl)c1 (stereo not drawn)	0	0
CCc1ccc(NC(=O)CC2C(=O)N(c3ccc(C)cc3)C(=O)N2C2CC2)cc1 (stereo not drawn)	-2	-6

Random excerpt: two records from the list.
SMILES | LEDGF integ inh | Tn6 DDE FP | SIAE inh | KLK7 zymogen act | DDE Tn7 FP inh | TDP2 absorb | MBD2 inh | PRMT1 inh | UHRF1 MBD2 ctr | TCR CD3 inh
O=C(COC(=O)c1cc[n+]([O-])cc1)NCC12CC3CC(CC(C3)C1)C2 | 1 | 1 | 10 | 0.0 | -8 | -3 | 0 | -1 | -1 | -2
O=C1CCCN2N=C(SCC(=O)Nc3ccc([N+](=O)[O-])cc3)SC2=N1 | 1 | 7 | -3 | -0.3 | 1 | 7 | -1 | 0 | 5 | -8

More results.
SMILES | LEDGF integ inh | Tn6 DDE FP | SIAE inh | KLK7 zymogen act | DDE Tn7 FP inh | TDP2 absorb | MBD2 inh | PRMT1 inh | UHRF1 MBD2 ctr | TCR CD3 inh
CC(C)N(Cc1nnc(-c2ccccc2Br)o1)C(=O)c1cc(Cl)nc2ccccc12 | 5 | -1 | -6 | -0.3 | -5 | 2 | -1 | -5 | 0 | -3
CC1CCN(CC(=O)Nc2cccc(C(=O)Nc3cccc(C(F)(F)F)c3)c2)CC1 | -1 | -1 | -8 | 0.0 | -1 | 4 | -1 | -5 | -3 | 3
CCOC(=O)c1cnc(SC)nc1NCCOC | 0 | 6 | 2 | 0.2 | 1 | -10 | -4 | 0 | -3 | 9
CCCn1nc(NC(=O)c2ccncc2)c2cc3ccccc3nc21 | 2 | -2 | -6 | 0.6 | -7 | 5 | 0 | 1 | -5 | -5
CC(C(=O)Nc1cc(Cl)cc(Cl)c1)N1CCCC1 (stereo not drawn) | -2 | 10 | -13 | 0.5 | 8 | -13 | 0 | -1 | -1 | 1
C[C@@H]1COC(=O)[C@H](Cc2ccc(F)cc2)C/C=C\C[C@@H](CC(=O)NCCO)C(=O)N1 | -3 | 9 | 4 | 0.1 | 15* | 5 | -1 | 0 | 2 | -6
CCCCCCNC(=O)C(C#N)c1nc2ccccc2nc1N1CCCC1 (stereo not drawn) | 1 | -4 | 8 | -5.1 | 1 | 3 | -4 | -46 | 2 | -4
CC(C)CC(c1nnnn1C1CCCCC1)N1CCN(c2ncccn2)CC1 (stereo not drawn) | -2 | 2 | 4 | -0.3 | 3 | -8 | 0 | 1 | 1 | 2
Cc1ccsc1CNS(=O)(=O)c1ccc(F)cc1 | 4 | -6 | 0 | -0.1 | 3 | 2 | -4 | -3 | 1 | 5
Nc1nc(Cl)nc2c1ncn2[C@H]1C[C@H](O)[C@@H](CO)O1 | -1 | 0 | 7 | 0.6 | 1 | 6 | -5 | 7 | 1 | 7
CCC(c1nc2ccccc2c(=O)n1CCN1CCOCC1)N1C(=O)c2ccccc2C1=O (stereo not drawn) | 1 | 5 | -10 | -0.2 | 5 | 6 | 2 | -4 | -4 | -1
CCCCCn1c(CN2CCN(CCO)CC2)nc2c1c(=O)n(C)c(=O)n2C | 0 | 10 | -4 | -0.3 | 3 | 7 | 2 | 1 | 0 | 4
Cc1ccc(C(=O)NCC(=O)OCC(=O)c2ccc(C)c([N+](=O)[O-])c2)cc1 | 3 | 4 | -9 | 0.1 | -6 | -9 | -9 | -4 | -1 | 4
O=C(CCc1ccccc1)Nc1ccc2c(c1)OCO2 | -1 | 1 | 11 | -0.2 | 0 | 4 | 5 | 2 | 1 | -3
COCCOc1cc(-n2ccnc2SC)c(Cl)cc1Cl | -1 | 10 | 4 | -0.1 | 3 | 1 | -1 | 0 | 0 | 2
COC(=O)c1scc(S(=O)(=O)C(C)(C)C)c1-n1cccc1 | -4 | 2 | -1 | -0.7 | 1 | 2 | 0 | 3 | 0 | 1
C/C(CCc1ccc2c(c1)OCO2)=N\N=C(/N)SC1CC(=O)N(c2ccc(Cl)cc2)C1=O (stereo not drawn) | -4 | 5 | -2 | -0.3 | 3 | 2 | -2 | -1 | 1 | 3

Record cards (already shown). Values in the order: LEDGF integ inh, Tn6 DDE FP, SIAE inh, KLK7 zymogen act, DDE Tn7 FP inh, TDP2 absorb, MBD2 inh, PRMT1 inh, UHRF1 MBD2 ctr, TCR CD3 inh
Results for `CCCn1nc(NC(=O)c2ccncc2)c2cc3ccccc3nc21` : 2, -2, -6, 0.6, -7, 5, 0, 1, -5, -5
Results for `Nc1nc(Cl)nc2c1ncn2[C@H]1C[C@H](O)[C@@H](CO)O1` : -1, 0, 7, 0.6, 1, 6, -5, 7, 1, 7
Results for `Cc1ccsc1CNS(=O)(=O)c1ccc(F)cc1` : 4, -6, 0, -0.1, 3, 2, -4, -3, 1, 5
